# HIF-2a inh: HIF-2a reporter inhibitors, primary screen, luminescence, 786-0 RCC cells. 786-0 RCC cells HIF-2a reporter, luciferase luminescence, overnight. AID 624352, 2012. inhibition, % at 18.8 µM. 0.72% of 360,000 active;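 active means inhibition of the luminescence signal of 40% or more relative to plate controls, in a single-dose primary screen at 18.75 µM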
# KKLEB cytotox: cytotoxicity in KKLEB CF airway cells, primary screen, cytotoxicity control for CF NF-kB inhibitor project, cell-based, uHTS, fluorescence assay plates | AID 602141, 2011 | 0.36% of 360,000 active | KKLEB CF airway cells viability, ATPlite luminescence, overnight; stronger effect = lower value; cells stimulated with P. aeruginosa culture filtrate | activity change (cytotoxicity), % at 5 µM;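 active means corrected activity change at or below -50% at 5 µM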
# TWEAK-Fn14 inh: inhibitors of TWEAK-Fn14 signaling, primary screen, luciferase reporter cells, uHTS | TWEAK-stimulated Fn14 reporter cells, luciferase luminescence, 8 h | AID 1159606, 2016 | inhibition, % at 10 µM | 2% of 360,000 active; in the data active means inhibition above about 50%
# NR2E3 ag-1: inhibitors of NR2E3-RetCOR corepressor binding, primary screen, NR2E3 agonist project, biochemical, TR-FRET, GST-NR2E3, biotin-RetCOR; 1536-well; AID 2300, 2010; 0.12% of 320,000 active; Photoreceptor-specific nuclear receptor (Homo sapiens), Q9Y5X4; inhibition of corepressor binding, % at 4.78 µM;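 active means percent inhibition above the cutoff of mean plus 3 SD of all tested compounds, set per screening campaign, cut at about 20% in these data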;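 further: 0% = DMSO wells and 100% = biotin wells as full block of FRET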
# Target sequence (Q9Y5X4 whole entry, looked up): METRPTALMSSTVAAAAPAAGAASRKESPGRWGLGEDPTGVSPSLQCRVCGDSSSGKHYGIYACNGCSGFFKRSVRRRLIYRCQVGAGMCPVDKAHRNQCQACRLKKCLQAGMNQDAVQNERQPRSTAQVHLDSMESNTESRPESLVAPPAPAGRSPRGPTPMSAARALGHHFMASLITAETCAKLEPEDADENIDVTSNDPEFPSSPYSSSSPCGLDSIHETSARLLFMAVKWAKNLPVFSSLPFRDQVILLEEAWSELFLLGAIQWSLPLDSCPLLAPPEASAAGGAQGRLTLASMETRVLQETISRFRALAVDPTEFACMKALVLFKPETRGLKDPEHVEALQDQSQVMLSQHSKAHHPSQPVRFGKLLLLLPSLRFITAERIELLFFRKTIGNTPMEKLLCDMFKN
#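 Format: 1536-well format; test system: GST-NR2E3 and biotin-RetCOR proteins; read-out basis: percent inhibition of TR-FRET ratio; timing: 5 h incubation at 4 °C; detection: time-resolved FRET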
# TRAIL sens C8: viability loss with TRAIL in NB7+C8 cells, primary screen, TRAIL sensitizer project, cell-based, ATPlite luminescence; AID 624354, 2012; inhibition (viability loss, TRAIL sensitization), % at 10 µM; 1% of 360,000 active;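 active means compounds causing at least 50% loss of cell viability in the single-dose screen, relative to plate controls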
# CF NFkB block: inhibitors of PAF-induced NF-kB signaling, primary screen, cell-based, GFP fluorescence, uHTS; inhibition, % at 5 µM; 0.86% of 360,000 active; AID 588850, 2011; KKLEB NF-kB-GFP reporter, GFP fluorescence overnight;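 active means at least 50% inhibition at 5 µM, scaled per plate between neutral and stimulator controls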;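 further: PAF is a Pseudomonas aeruginosa culture filtrate used as stimulus; plate controls were PAF-stimulated DMSO wells for no effect and unstimulated DMSO wells for full effect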
# NR2E3 ag-2: NR2E3 agonists in two-hybrid cells, primary screen, cell-based, luminescence, CHO-S, Gal4-NCOR/VP16-NR2E3; luciferase; inhibition of corepressor binding, % at 3.98 µM; 0.35% of 360,000 active; AID 602229, 2012;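 active means inhibition above the mean of all tested compounds plus 3 SD, cut at about 70% in these data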;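 further: 0% = DMSO with NR2E3 transfected cells and 100% = cells lacking NR2E3 construct; higher means lower luciferase signal from less NR2E3 corepressor binding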
# Peg3 prom inh: Peg3 promoter-driven luciferase inhibitors, primary screen, cell-based, HeLa, luciferase luminescence. HeLa PEG-Prom luciferase reporter, overnight. inhibition, % at 20 µM. 1.7% of 360,000 active;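 active means inhibition of at least 50% at 20 µM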
# TROY NFkB inh: inhibitors of TROY-driven NF-kB signaling, primary screen, Q293 LMP1-TROYcd cells, NF-kB luciferase, uHTS | Q293 LMP1-TROYcd NF-kB luciferase reporter, 4 h | inhibition, % at 10 µM | 0.98% of 360,000 active;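 active means compounds whose plate-normalised and pattern-corrected inhibition of the luciferase reporter signal at the single screening dose is 50% or more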
# TRPM1 prom inh: inhibitors of MITF-dependent TRPM1 promoter reporter, primary screen, cell-based, SK-MEL-5, single point, luciferase; SK-MEL-5 TRPM1 promoter luciferase, 24 h; inhibition, % at 12.5 µM; 0.83% of 330,000 active;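 active means mean inhibition across replicates of 60% or more, whatever share of single replicates reaches that level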; further: values of inactives mirror those of a sister screen read the other way
# Shn3 3UTR inh: reduction of Shn3 3'UTR firefly luciferase signal, primary screen, Schnurri-3 inhibitor project, cell-based, Clone20 osteoblasts, set 2 | 0.52% of 360,000 active | AID 588674, 2011 | Clone20 osteoblast Shn3 3'UTR firefly luciferase, 24 h | inhibition, % at 12.5 µM;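 active means mean inhibition of at least 75% with every replicate also reaching 75%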;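 further: 0% = median of neutral control wells and 100% = pilot-screen positive control compound; some compounds past the cut are filed as inactive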
# Numbers without * were called inactive; / = not tested or not shown. An excerpt; the hit share may differ from the screen's.
SMILES,HIF-2a inh,KKLEB cytotox,TWEAK-Fn14 inh,NR2E3 ag-1,TRAIL sens C8,CF NFkB block,NR2E3 ag-2,Peg3 prom inh,TROY NFkB inh,TRPM1 prom inh,Shn3 3UTR inh
COc1cccc(-c2cc(N)nn2C(=O)Nc2ccc(Cl)cc2)c1,-89,-7,-5,2,7,6,-33,-66,-14,/,-25
CCOC(=O)C1(CC2CCCCO2)CCN(Cc2cc(F)ccc2-n2cccn2)CC1 (stereo unspecified),11,-2,-9,1,6,1,-10,18,17,11,8
COc1ccc(OC)c(/C=N/NC(=O)CC(=O)NCc2ccccc2)c1,21,-9,6,-2,-12,-7,-5,13,6,14,-9
CN(C(=O)C1CCC(=O)N(C2CC2)C1)C1CCCCC1 (stereo unspecified),1,3,2,4,2,-1,-7,-14,0,-4,-11
O=C(c1ccc2c(=O)n(C3CCCC3)c(=S)[nH]c2c1)N1CCCCCC1,22,0,17,1,12,-18,-5,7,37,12,69
CCOc1ccc(OCc2ccc(C(=O)Nc3cccnc3)o2)cc1,-68,-2,-8,0,-7,-9,-104,-53,-19,-15,-27
CCCn1c(SCC(=O)N2CCN(C(C)=O)CC2)nc2sc3c(c2c1=O)CCC3,2,-2,-5,-3,-12,-20,-11,11,3,4,4
Cc1ccccc1NC(=O)CSc1nc2scc(C)c2c(=O)[nH]1,-16,-3,0,1,-6,-75,31,-3,-25,/,-13
O=c1oc2ccc3ccccc3c2c2c1SC(C(F)(F)F)C2 (stereo unspecified),12,6,-17,-1,-1,-68,-38,13,0,0,-7
O=C(Nc1nc(-c2ccc(F)c(F)c2)cs1)c1cnccn1,-1,20,-26,1,20,-23,-57,9,12,-8,-1
O=C(Nc1cccs1)Nc1ccccc1Cl,-202,17,11,0,-2,-27,-29,-165,-2,-14,12
CCOc1ccccc1NC(=O)COc1coc(CN2CCCc3ccccc32)cc1=O,-58,-5,-23,3,5,0,-23,-9,-17,27,14
COc1ccc(/C=C/c2nc(S(=O)(=O)c3ccccc3)c(NCCCN(C)C)o2)cc1OC,5,-1,-5,-2,-4,4,-26,-5,-6,-11,13
COc1ccccc1OCCNC(=O)c1ccc(Br)cc1,-225,4,-32,0,6,-5,-75,-153,-45,-34,-74
CC(=O)NC(=S)NNC(=O)COc1ccc(Br)cc1,-65,3,2,/,-6,-18,-3,-45,-38,-4,-12
CCn1nc(C)cc1C(=O)N1CCCC(N2CCN(c3cccc(Cl)c3)CC2)C1 (stereo unspecified),4,-3,-4,1,16,9,-7,9,0,1,20
CN1CCN(C2=C(Cl)C(=O)N(Cc3ccccc3)C2=O)CC1,6,2,13,0,5,2,7,3,-7,7,0
CCN(CC)S(=O)(=O)c1cccc(NC(=O)COC(=O)c2cc(=O)c3ccccc3o2)c1,8,2,5,1,-1,-2,19,-7,9,-1,-14
Cc1ccc2nc(-c3ccc(NS(=O)(=O)c4ccc(F)c(F)c4)cc3)sc2c1,-150,-26,46,2,31,16,-170,-296,42,-52,-33
O=C(ONC1=NCCCCC1)c1c(F)cccc1F,15,-10,-43,1,41,17,9,8,-12,4,4
Cc1ccc(C)c(C(=O)COC(=O)c2ccc(Br)o2)c1,13,6,-5,-3,8,9,-2,-24,-33,5,10
Cc1ccc(NC(=O)c2cccs2)cc1NC(=O)c1ccc(F)cc1,-4,10,10,4,-2,12,-20,9,-13,15,-3
CC1CCC(C(C)C)C(OC(=O)COC(=O)c2ccc(N)cc2)C1 (stereo unspecified),20,-8,-5,-1,3,-8,5,12,7,14,1
CCN(CC)S(=O)(=O)c1cccc(C(=O)N/N=C/c2ccc(OC)c(O)c2)c1,8,-9,-10,1,17,-1,13,-11,9,10,-6
Cc1noc(C)c1COC(=O)CCN1c2ccccc2Sc2ccccc21,14,2,13,-1,2,-7,12,19,-10,0,13
NC1=NC[C@@H](Cc2ccc(O)cc2)N1CCc1cccc(F)c1,-11,0,-15,1,-25,-2,18,4,-12,-1,-11
O=C(Nc1ccc(F)cc1)Nc1cc(OCC(F)(F)F)cc(OCC(F)(F)F)c1,13,-35,54*,-2,27,46,49,41,53*,81*,90*
CC(C)C(=O)N1CCN(c2ccccc2NC(=O)COc2ccccc2)CC1,-9,-6,-12,-1,-3,1,-41,12,11,21,7
CC1CCc2nn(CC(=O)Nc3c(F)cc(F)cc3Br)cc2C1 (stereo unspecified),-30,-7,-15,0,5,-14,-36,-14,-9,-13,0
COC(=O)Cc1cn(-c2ncc(C(F)(F)F)cc2Cl)c2ccccc12,2,-1,-4,1,3,5,5,3,0,4,6
Cc1ccc(OCCC(=O)OCC(=O)NCCNC(=O)COC(=O)CCOc2ccc(C)cc2)cc1,8,7,8,/,-12,10,11,-6,5,/,-3
CCOC(=O)c1ccc(NS(=O)(=O)c2c(C)n(C)c(=O)n(C)c2=O)cc1,15,-5,-7,2,-1,4,4,3,2,5,9
C=CCNC(=O)c1onc(CSc2ccc(F)c(F)c2)c1C(=O)O,0,-8,-13,4,2,18,16,-3,12,2,14
O=C(Cn1nnc(-c2cccs2)n1)Nc1ccccc1C(F)(F)F,11,0,-8,4,-6,-2,-17,1,-4,-5,13
CC(CCn1cccn1)NC(=O)CCc1nnc(C2CCCCC2)o1 (stereo unspecified),11,1,-7,1,-7,-9,4,6,0,-8,9
COc1cc(/C=N/Nc2ccccc2C(F)(F)F)ccc1O,-196,-4,-21,-1,-8,-16,-21,-137,-5,-68,-29
Cc1ccc(N2C(=O)CC3(CC4C=CC3C4)C2=O)cc1 (stereo unspecified),-56,8,-10,1,0,18,-35,-37,-28,-35,-4
COc1cc2c(cc1NC(=O)CC1SC(N3CCCC3)=NC1=O)oc1ccccc12 (stereo unspecified),-21,6,10,-1,-5,-13,22,5,2,0,3
COC(=O)Cc1c(-c2[nH]c3ccccc3c2CC(=O)OC)[nH]c2ccccc12,-1,-2,15,/,-12,-5,32,-9,9,8,2
O=[N+]([O-])c1ccc(O)c(-c2nc(-c3ccccc3)c(-c3cccs3)[nH]2)c1,-4,-60*,25,1,34,62*,-23,34,37,27,0
CSCC[C@H](NC(=O)COc1ccc(Cl)cc1)C(=O)N1CCC2(CC1)NCCc1[nH]cnc12,9,-16,-10,2,6,1,3,-11,-2,0,-16
CCOC(=O)c1c(NC(=O)COC(=O)Cc2c[nH]c3ccccc23)sc(C(=O)N(C)C)c1C,16,-21,-12,-3,5,28,14,4,2,12,1
Cn1cc(C(=O)NC2CCCCC2)c(=O)c2cc(S(=O)(=O)N3CCOCC3)ccc21,10,11,-17,-3,2,-22,-5,15,-14,4,-10
Cc1ccc(N2CCN(S(=O)(=O)c3c(C)nc4sccn4c3=O)CC2C)cc1 (stereo unspecified),-3,-9,1,/,-5,8,13,7,-9,/,18
CCCCOc1ccccc1C1C(C(=O)OC)=C(C)N(C)C(C)=C1C(=O)OC,9,9,19,0,2,-10,26,25,-2,7,4
NNC(=O)CCC(=O)Nc1ccccc1,13,2,-26,1,-1,-7,18,0,-21,1,16
CCCOc1ccc(/C=c2\sc3ncnn3c2=O)cc1,-2,4,20,-3,1,-12,12,23,5,3,-1
CCCN1Cc2cccc(C(=O)NCCc3ccccc3)c2C1=O,-10,8,4,-3,-9,4,-8,-1,16,-1,14
CC(C)CC[n+]1ccn(-c2nc3ccccc3nc2[N-]S(=O)(=O)c2ccc(Cl)cc2)c1,15,-7,9,-13,3,-6,3,22,-8,5,10
COC(=O)c1ccc(CSc2nc3sc(C)c(C)c3c(=O)[nH]2)cc1,6,10,-37,-1,13,-10,5,-6,1,0,4
COc1ccc(N2Cc3ccccc3C2)cc1Cl,-157,6,-17,1,3,10,-53,-90,-55,/,-11
CCC(=O)Nc1cc(OC)c(NC(=O)c2ccccc2)cc1OC,2,10,-6,-3,-4,-10,-10,-8,-5,8,/
CN(C(=O)CSc1nnc(C(F)(F)F)n1C)c1c(N)n(Cc2ccccc2)c(=O)[nH]c1=O,3,5,9,/,-3,10,-12,2,-1,/,-10
O=C(CCl)N(c1ccccc1)c1c[nH]c2ccccc12,73*,-54*,69*,1,98*,64*,14,86*,3,86*,94*
CN1CCN(S(=O)(=O)c2ccc(=O)[nH]c2)CC1,7,-19,14,2,-19,2,-20,-3,4,7,-4
Cc1cc(SCC(=O)c2cc3ccccc3o2)nc2ccccc12,-88,4,-7,2,-1,4,-25,-36,-30,-6,-8
CN(CCC#N)C(=O)CSc1nnc(-c2c[nH]c3ccccc23)o1,-56,17,3,-2,-14,-8,-4,-45,-39,-16,-15
O=C(c1ccc(F)cc1Cl)N(c1ccccn1)C1CCCCC1,11,3,9,-3,-1,-4,2,-5,-16,0,2
O=C(COc1cc(Cl)c(Cl)cc1Cl)Nn1cnnc1,7,-10,5,-1,-18,8,-17,2,12,1,3
Cc1cc(SCC(=O)Nc2cccc(S(=O)(=O)N3CCOCC3)c2)nc2ccccc12,14,4,-3,-2,5,0,-11,25,3,8,31
# The results go on.
SMILES,HIF-2a inh,KKLEB cytotox,TWEAK-Fn14 inh,NR2E3 ag-1,TRAIL sens C8,CF NFkB block,NR2E3 ag-2,Peg3 prom inh,TROY NFkB inh,TRPM1 prom inh,Shn3 3UTR inh
CCOC(=O)/C(CCC[N+](C)(CC)CC)=N\O,15,1,12,1,-11,-15,1,10,8,5,10
COC(=O)C1=C(C)N=c2s/c(=C/c3ccoc3)c(=O)n2C1c1ccccc1 (stereo unspecified),8,6,6,1,-2,15,5,4,12,1,-10
Clc1cccc(-c2cccc3nccn23)c1,-49,-6,5,/,10,-18,9,-45,-3,/,12
CCOC(=O)c1cnc(-n2nc(C)cc2C)nc1Nc1ccc(O)cc1,14,17,30,3,21,-9,0,24,51*,71*,75
